Compound activity (PubChem BioAssay)
OX1R antag: human HCRTR1 antagonism | AID 434989 | inhibition, % at 5 µM | 330,000 tested, 0.43% active | O43613 | CHO/OX1R cells, Fluo-8 calcium fluorescence, orexin A;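 active = inhibition above its plate's threshold, mean inhibition of all tested compounds on the plate plus 3 SD, cut at about 37% in these data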;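 note: 0% = orexin A challenge wells and 100% = SB-334867-A antagonist wells; not every result past the cut was called active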
Target sequence (O43613 whole entry, looked up): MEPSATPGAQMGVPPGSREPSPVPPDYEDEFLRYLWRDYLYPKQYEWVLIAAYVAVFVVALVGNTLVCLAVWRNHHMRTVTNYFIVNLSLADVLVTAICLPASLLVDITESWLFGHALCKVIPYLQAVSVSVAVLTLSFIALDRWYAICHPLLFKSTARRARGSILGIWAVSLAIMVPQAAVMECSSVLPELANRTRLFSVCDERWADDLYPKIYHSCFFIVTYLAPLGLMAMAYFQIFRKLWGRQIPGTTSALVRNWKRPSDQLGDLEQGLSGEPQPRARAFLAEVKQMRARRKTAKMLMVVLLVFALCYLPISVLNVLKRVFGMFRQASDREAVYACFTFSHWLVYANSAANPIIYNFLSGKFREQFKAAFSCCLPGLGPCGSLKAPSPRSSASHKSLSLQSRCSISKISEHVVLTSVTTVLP
CHT allo act: allosterically activates the human high affinity choline transporter. Q9GZV3. CHT-expressing cells, membrane potential dye, choline EC20; active compounds read high; LV-AA mutant CHT in HEK293 cells. B-score at 10 µM. 310,000 tested, 0.49% active. AID 488977;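 active = initial fluorescence not abnormally high and integrated response B-score, plate-corrected, over 3 SD above library mean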
Target sequence (Q9GZV3 whole entry, looked up): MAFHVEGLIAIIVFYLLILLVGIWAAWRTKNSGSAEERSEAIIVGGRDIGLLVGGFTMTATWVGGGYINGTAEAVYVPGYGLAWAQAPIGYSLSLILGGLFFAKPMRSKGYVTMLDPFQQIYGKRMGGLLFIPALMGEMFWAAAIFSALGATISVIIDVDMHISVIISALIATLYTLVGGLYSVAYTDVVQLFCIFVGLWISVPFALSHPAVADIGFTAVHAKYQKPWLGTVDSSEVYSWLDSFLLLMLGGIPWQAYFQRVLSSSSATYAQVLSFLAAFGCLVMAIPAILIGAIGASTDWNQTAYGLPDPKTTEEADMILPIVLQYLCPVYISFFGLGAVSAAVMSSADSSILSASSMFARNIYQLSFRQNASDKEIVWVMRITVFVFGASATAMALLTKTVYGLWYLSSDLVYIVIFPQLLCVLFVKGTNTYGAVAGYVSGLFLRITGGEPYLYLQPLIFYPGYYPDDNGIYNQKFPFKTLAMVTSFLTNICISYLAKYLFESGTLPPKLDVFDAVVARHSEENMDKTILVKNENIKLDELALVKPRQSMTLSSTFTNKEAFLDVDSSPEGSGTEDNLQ
The depositor's hits bear a star; i = inactive; . = no result given.

SMILES	OX1R antag	CHT allo act
COc1ccccc1NC(=O)C1=C(C)Nc2nnnn2C1c1ccncc1 (configuration not stated)	-7	i
CC(C)n1c(SCC(=O)Nc2nncs2)nnc1-c1ccco1	-6	i
CCCC1O[C@@H]2C[C@H]3[C@@H]4CCC5=CC(=O)C=C[C@]5(C)[C@H]4[C@@H](O)C[C@]3(C)[C@]2(C(=O)CO)O1 (some centres not stated)	-6	i
COc1cccc(C2CC(c3cccs3)=NN2C(=O)CSc2nc3ccccc3s2)c1OC (configuration not stated)	-16	i
COc1ccc(-n2cccc2/C=C2\C(=N)N3N=C(C(C)C)SC3=NC2=O)cc1	-24	i
Cc1nnc(SCC(=O)NCc2ccccc2)s1	-4	i
COc1ccc(N2C(=O)C3C(C2=O)C3(c2ccccc2)c2ccccc2)cc1 (configuration not stated)	12	i
Clc1cccc(-c2nnc(SCc3nc4ccccc4[nH]3)n2Cc2ccco2)c1	-25	i
CCC(C)(NC(=O)c1ccccn1)C(=O)NC1CCCC1 (configuration not stated)	-6	i
COc1ccccc1CNS(=O)(=O)c1cc2c3c(c1)C(C)C(=O)N3CCC2 (configuration not stated)	4	i
O=C1OCC(CO)(CO)N=C1NNc1ccccc1[N+](=O)[O-]	-17	i
CC1(C)C2CC=C(/C=N/NC(=O)c3ccc(Cl)cc3)C1C2 (configuration not stated)	-12	i
CCc1nnc2c(N(C)S(=O)(=O)c3ccc(C)cc3)nc3ccccc3n12	-20	i
COC(C)(C)[C@]12CC(O)(C(C)C)ON1[C@H]1CCCCC1N2O (some centres not stated)	-22	i
CC1CCN(CC(C)OC(=O)c2ccco2)CC1 (configuration not stated)	-11	i
O=C(COC(=O)c1cc(S(=O)(=O)NCc2ccccc2)ccc1O)NCc1ccccc1	-14	i
COC(=O)c1ccccc1NC(=O)/C=C/c1cc(OC)c(OC)c(OC)c1	-9	i
O=C(CNCc1ccc(F)cc1)Nc1ccc(S(=O)(=O)N2CCOCC2)cc1	-7	i
Cc1ccccc1CNS(=O)(=O)c1c(C)[nH]c(C)c1C(=O)N1CCCCC1	-13	i
OCCCc1nc2n(n1)C(c1ccccc1)C=C(c1ccc(F)cc1)N2 (configuration not stated)	-5	i
COc1ccc(CCNC(=O)c2ccc(OCc3c(C)noc3C)cc2)cc1OC	-1	.
CC1CCCN(C(=O)CCNC(=O)c2ccccc2Cl)C1 (configuration not stated)	-7	i
CC(O)[C@H]1CNC(=O)C(=O)N1CCc1cc(C(F)(F)F)cc(C(F)(F)F)c1 (some centres not stated)	-18	i
C=CCn1c(SCc2cccc(OC)c2)nnc1-c1ccncc1	-18	i
COc1ccc2oc(C(=O)OCC(=O)c3ccc4c(c3)OCCO4)c(C)c2c1	-10	i

(next part)
SMILES	OX1R antag	CHT allo act
O=C(CCc1ccccc1)Nc1cc(Cl)ccc1O	-15	i
Cc1ccc(Cn2c(C(CO)Nc3nc(-c4ccc(Cl)c([N+](=O)[O-])c4)cs3)nc3ccccc32)cc1 (configuration not stated)	-44	i
C[C@@H]1CC(=O)[C@H]2CC(CO)=CCC[C@@H]2[C@@]1(C)CC/C(=C/CO)CO	-8	i
Cc1nn2c([nH]c(=O)c3ccccc32)c1C=O	6	i
O=C(NCCc1ccccn1)c1cc(-c2cccc3ccccc23)nc2ccccc12	-24	i
CC1CCCCN1C(=O)CSc1nc(C2CC2)nc2ccccc12 (configuration not stated)	-24	i
COc1cc(/C=C/C(=O)O)cc(S(=O)(=O)Nc2ccccc2Cl)c1OC	2	i
O=C(CCNS(=O)(=O)c1ccccc1C(F)(F)F)NCc1ccc2c(c1)OCO2	-14	i
O=C1C(SCCO)=C(SCCO)C(=O)c2ccccc21	47*	i
O=C(c1cccc(S(=O)(=O)NCc2ccccc2)c1)N1CCCC1	-17	i
CCOC(=O)N1CCC(NC(=O)C(NS(=O)(=O)c2cccc3nsnc23)c2ccccc2)CC1 (configuration not stated)	-27	i
O=C(COc1ccccc1[N+](=O)[O-])N/N=C/c1ccc[nH]1	3	i
CC(C)NC(=O)COC(=O)c1ccccc1C(=O)c1ccccc1	-1	i
O=C(Nc1ccccc1C(=O)Nc1ccc2c(c1)OCO2)c1ccco1	-25	i
Cc1cccc(N2CCN(C(=O)c3cc4cc(F)ccc4[nH]3)CC2)c1C	-6	i
COc1ccc(CNC(=O)C/C(C)=N/NC(=O)Cc2ccc(OC)c(OC)c2)cc1	-15	i
Cc1cccc(S(=O)(=O)c2c(N)n(/N=C/c3cccnc3)c3nc4ccccc4nc23)c1	-12	i
CNS(=O)(=O)c1cccc(C(=O)NCC2CCCCC2)c1	-10	i
CCn1ncc(Br)c1C(=O)Nc1ccccc1C(F)(F)F	-39	i
O=C(O)/C=C/c1cn(Cc2ccccc2)nc1-c1cccs1	-21	i
Cc1ccc(OCC(=O)N(Cc2cccc(F)c2)C2CCS(=O)(=O)C2)cc1 (configuration not stated)	-6	i
CC1=Nc2ccccc2N=C(NC(=O)c2ccccc2)C1c1ccccc1 (configuration not stated)	-26	i
CCOC(=O)N1CCN(C(=O)Cn2nc(C)n3nc(-c4ccc(OC)cc4)cc3c2=O)CC1	-10	i
COc1cc(OC)c2c(-c3cccc(-c4cccc(N)c4)c3)cc(=O)oc2c1	-2	.
CCOC(=O)Cn1c2ccc(C)cc2c2nc(C)sc21	-23	i

(listing goes on)
SMILES	OX1R antag	CHT allo act
COc1ccc(/C=N/NC2=NCCCCC2)c(OC)c1	-11	i
Brc1[nH]nc2ccccc12	-8	i
CN(C(=O)CSc1nnc(Nc2ccccc2F)s1)C1CCS(=O)(=O)C1 (configuration not stated)	-11	.
CC(=O)c1cccc(OCC(=O)N2CCCc3ccccc32)c1	-10	i
C=CCn1c(CNC(=O)c2cccs2)n[nH]c1=S	-7	i
O[C@@H]1COC(Nc2ccc(N=Nc3ccccc3)cc2)C[C@@H]1O (some centres not stated)	-12	i
CCOC(=O)C1=NN(c2ccc([N+](=O)[O-])cc2)CC1C(=O)OC (configuration not stated)	-10	i
Cc1ccc(C(=O)OC(C)C(=O)Nc2ccc(Cl)cn2)s1 (configuration not stated)	-15	.
c1coc(-c2nc3c4c5c(sc4ncn3n2)CCCC5)c1	-22	i
Nc1ccc2c(c1)N=[N+]([O-])c1cc(N)ccc1C2	5	i
COc1ccc(OCCOC(=O)c2ccc(F)c(S(=O)(=O)N3CCOCC3)c2)cc1	4	.
CCOP(=O)(OCC)c1nc(-c2cccc([N+](=O)[O-])c2)oc1N1CCCCC1	-31	i
CC(C)(C)c1ccc(C(=O)Nc2ccc(C=C(C#N)C#N)cc2)cc1	-1	i
Cc1ccc(CNC(=O)COc2ccc(S(=O)(=O)N3CCCC3)cc2)cc1	-20	i
CC(NC(=O)Cc1cccc(C(F)(F)F)c1)c1ccc(F)cc1 (configuration not stated)	-19	i
COc1cc2c(cc1NC(=O)c1ccncc1)oc1ccccc12	-1	i
COc1ccc(NS(=O)(=O)c2ccc(NC(=O)c3ccccn3)cc2)cc1	1	.
Cc1nc2ccccc2n1CCc1nc2c3ccccc3nc(=S)n2[nH]1	-29	i
CCC(CC)c1nnc(NC(=O)c2cc(-c3ccccc3)nc3ccccc23)s1	-27	i
O=C(C1CCN(S(=O)(=O)c2cnc[nH]2)CC1)N1CCn2c1nc1ccccc12	-4	i
COc1ccc(NC(=O)CSc2nc(C)cc(C(F)(F)F)n2)cc1	-3	i
Cc1cc(C(=O)CCC(=O)NCC(=O)Nc2c(C)cccc2C)c(C)s1	-5	.
CCOc1cc(CNC(C)(C)CO)cc(Br)c1OCc1ccc(Cl)cc1Cl	15	i
CC(C)Cn1c(/C=C/c2ccccc2)nc2ccccc21	-34	i
CSc1ccc(CN(C)CC(=O)NC(=O)NC(C)(C)C)cc1	-29	i

(more compounds)
SMILES	OX1R antag	CHT allo act
Nc1ccc2nc(-c3cccnc3)[nH]c2c1	1	i
COc1ccc(C(=O)N[C@H](C(=O)Nc2nc3ccccc3[nH]2)C(C)C)cc1	-22	i
O=C(Cn1c(CN2CCCCC2)nc2ccccc2c1=O)Nc1ccccc1	-22	i
Cc1c(NC(=O)c2ccc(Cl)c([N+](=O)[O-])c2)cccc1-n1cnnn1	-18	.
O=C(CNC(=O)c1ccc(Cl)cc1)NCc1ccccn1	-22	.
O=C(NCCCc1ccccc1)c1ccc(CS(=O)Cc2ccccc2Cl)o1 (configuration not stated)	-1	i
Cc1ccc(/C=N/NC(=O)CSc2nc3ccccc3[nH]2)o1	7	i
C[C@H](NC(=O)C1CC(=O)N(c2ccc3c(c2)OCO3)C1)C(=O)NCc1ccco1 (some centres not stated)	4	i
CCOC(=O)CCc1c(C)nc2cc(-c3ccccc3OC)[nH]n2c1=O	-10	i
O=C(NCCCN1CCOCC1)c1cc(C(=O)C2CC2)c[nH]1	-4	i
CCn1cc(C(=O)NCc2ccc(Cl)cc2)c(=O)c2cc(S(=O)(=O)N(C)C)ccc21	-20	i
COC(=O)c1cc2sccc2n1CC(=O)Nc1cccc(SC)c1	6	i
COc1ccc(-c2c[n+]3c(n2-c2ccccc2)CCCCC3)cc1	-3	i
COC(=O)CCCNC(=O)c1ccc2oc(CCCc3ccccc3)nc2c1	-17	i
CCN(CC)S(=O)(=O)c1cccc(-c2nnc(SCC(=O)NC)n2CCc2ccccc2)c1	-22	i
CC(=O)N1C(=O)CC(C)N(C(C)=O)c2ccc([N+](=O)[O-])cc21 (configuration not stated)	-1	i
S=C(NCCc1ccccc1)NCC(c1ccco1)N1CCCCC1 (configuration not stated)	-8	i
c1ccc(C(c2nnnn2C2CCCC2)N2CCCCCC2)nc1 (configuration not stated)	-16	i
CN(C(=O)COc1cc(=O)n(C)c2ccccc12)c1ccc(Br)cc1	-32	i
CC(C)(C)OC(=O)N1CCC2(CC1)Oc1ccc(F)cc1C(=O)C21CC(c2ccccc2)=NO1 (configuration not stated)	-36	i
COc1cc(/C=C/C(=O)N2CCN(CC(O)COc3ccccc3)CC2)cc(OC)c1OC (configuration not stated)	-39	i
Brc1ccc(-c2nnc3sc(CN4CCC5(CC4)OCCO5)cn23)cc1	-7	i
C/C(=N\N(C)C)C1=C(O)c2ccccc2C1=O	-3	i
CS/C(=N\S(=O)(=O)c1ccccc1)c1ccccc1	7	i
Cc1[nH]c2ccccc2c1CCNC(=O)c1c(N)no[n+]1[O-]	-11	i

(continued)
SMILES	OX1R antag	CHT allo act
CC(=O)C1=C(O)C(=O)N(Cc2ccccc2)C1c1cccc([N+](=O)[O-])c1 (configuration not stated)	-20	i
CCOc1ccc(CCNC(=O)CSc2ncn[nH]2)cc1OCC	-25	i
Cc1csc(SCC(=O)NC(=O)NCCC(C)C)n1	-33	i
CC(C)C(NC(=S)Nc1ccccc1)C(=O)O (configuration not stated)	-2	i
O=c1c(N2CCCCC2)coc2ccccc12	0	i
Oc1ccc(Cl)cc1/C=N/c1nccs1	-6	i
O=C1CC(c2ccccc2)Sc2nc(-c3ccccc3)c(-c3ccccc3)n21 (configuration not stated)	-26	i
CCC(OC(=O)c1cccs1)C(=O)NC1CCCCC1 (configuration not stated)	-14	i
CCOc1ccccc1NC(=O)N1CCCc2ccccc21	.	i
O=C(NC1CCCCC1)C1CCCN(S(=O)(=O)c2ccc(F)cc2)C1 (configuration not stated)	-21	i
COc1ccc(CCNS(=O)(=O)c2ccc3c(c2)CCN3C(=O)C2CC2)cc1OC	5	i
O=C(NCCCn1ccnc1)C(F)(F)C(F)(F)C(=O)NCCCn1ccnc1	-5	i
CCc1ccc(CN(C)CC(O)COc2cccc3ccccc23)cc1 (configuration not stated)	-9	i
CC(NC(=O)c1ccc(C#N)cc1)C1CC2CCC1C2 (configuration not stated)	-19	i
CSc1ccccc1NC(=O)C1CC(c2c(F)cccc2Cl)=NO1 (configuration not stated)	-19	i
CN(C)S(=O)(=O)c1cccc(C(=O)C2=C3SC=C(c4ccccc4)N3CC2)c1	-18	i
CCN(CC(=O)N1CCOCC1)S(=O)(=O)c1ccc(F)cc1	-8	i
CC(=O)c1c(C)[nH]c(C(=O)CSc2nnc(-c3ccc(Cl)cc3)n2CC2CCCO2)c1C (configuration not stated)	-26	i
c1ccc(SCCOCCN2CCc3ccccc3C2)cc1	-22	i
CN(C)CCNC(=S)Nc1ccc(Br)cc1	-7	i

Among those listed so far, these have an NH in an aromatic ring.
SMILES	OX1R antag	CHT allo act
Clc1cccc(-c2nnc(SCc3nc4ccccc4[nH]3)n2Cc2ccco2)c1	-25	i
Cc1ccccc1CNS(=O)(=O)c1c(C)[nH]c(C)c1C(=O)N1CCCCC1	-13	i
Cc1nn2c([nH]c(=O)c3ccccc32)c1C=O	6	i
O=C(COc1ccccc1[N+](=O)[O-])N/N=C/c1ccc[nH]1	3	i
Cc1cccc(N2CCN(C(=O)c3cc4cc(F)ccc4[nH]3)CC2)c1C	-6	i
Brc1[nH]nc2ccccc12	-8	i
C=CCn1c(CNC(=O)c2cccs2)n[nH]c1=S	-7	i
Cc1nc2ccccc2n1CCc1nc2c3ccccc3nc(=S)n2[nH]1	-29	i
O=C(C1CCN(S(=O)(=O)c2cnc[nH]2)CC1)N1CCn2c1nc1ccccc12	-4	i
Nc1ccc2nc(-c3cccnc3)[nH]c2c1	1	i
COc1ccc(C(=O)N[C@H](C(=O)Nc2nc3ccccc3[nH]2)C(C)C)cc1	-22	i
Cc1ccc(/C=N/NC(=O)CSc2nc3ccccc3[nH]2)o1	7	i
CCOC(=O)CCc1c(C)nc2cc(-c3ccccc3OC)[nH]n2c1=O	-10	i
O=C(NCCCN1CCOCC1)c1cc(C(=O)C2CC2)c[nH]1	-4	i
Cc1[nH]c2ccccc2c1CCNC(=O)c1c(N)no[n+]1[O-]	-11	i
CCOc1ccc(CCNC(=O)CSc2ncn[nH]2)cc1OCC	-25	i
CC(=O)c1c(C)[nH]c(C(=O)CSc2nnc(-c3ccc(Cl)cc3)n2CC2CCCO2)c1C (configuration not stated)	-26	i
